# High-throughput results: PubChem, several laboratories
# Yeast lifespan up: yeast lifespan extension; 0.68% of 130,000 active; inhibition of the nicotinamide effect, % at 10 µM; S. cerevisiae growth with nicotinamide, OD615; deaD strain in restrictive glucose medium;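 active = inhibition above a set limit, placed 3 SD over the median of all compounds, cut at about 26% in these data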;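 note: 0% = nicotinamide-treated wells and 100% = cells grown without nicotinamide; some compounds called inactive have numbers as strong as hits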
#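 Assay system: engineered S. cerevisiae DeaD replicative-lifespan strain, galactose-grown log-phase cells; Buffer or medium: CSMM-D glucose medium, restrictive; Probe or stimulus: nicotinamide 1.5 mM; Compound: single dose 10 µM compound, 0.25% DMSO; Schedule: 4 h preincubation then 48 h treatment at 30 °C; Technique: OD615 measurement.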
# E-sel TNF inh: blocks E-selectin expression induced by TNF alpha. HUVEC TNFa-induced E-selectin immunofluorescence, high content. inhibition, % at 2 µM. 0.71% of 120,000 active;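 active = inhibition above the batch mean plus 3 SD, and confirmed as a hit on visual image review, cut at about 43% in these data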;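 note: 0% = TNF-stimulated DMSO wells and 100% = unstimulated control wells; not every result past the cut was called active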
# GALR2 blocker: antagonists of human galanin receptor 2 (GALR2) | O43603 | GALR2-expressing cells, antagonist mode | inhibition, % at 4 µM | 0.39% of 140,000 active | AID 828; in the data active = inhibition above about 27%;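 note: cells stimulated with galanin 1-16 at roughly its EC80; 0% = agonist challenge control and 100% = basal control without agonist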
# Target sequence (O43603 whole entry, looked up): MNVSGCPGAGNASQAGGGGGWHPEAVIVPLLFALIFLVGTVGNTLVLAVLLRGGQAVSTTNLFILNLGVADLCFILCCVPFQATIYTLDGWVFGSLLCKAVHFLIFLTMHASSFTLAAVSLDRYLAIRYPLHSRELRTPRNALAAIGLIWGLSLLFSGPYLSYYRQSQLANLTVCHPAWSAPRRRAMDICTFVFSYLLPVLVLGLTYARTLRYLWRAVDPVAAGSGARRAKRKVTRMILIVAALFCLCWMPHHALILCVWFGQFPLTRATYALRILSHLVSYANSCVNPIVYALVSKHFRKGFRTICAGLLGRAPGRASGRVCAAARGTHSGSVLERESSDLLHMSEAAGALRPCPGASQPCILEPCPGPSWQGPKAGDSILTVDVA
# NPY-Y2 antag: antagonists of human neuropeptide Y receptor Y2 | inhibition, % at 2.7 µM | NPY-Y2 expressing cells, antagonist mode | 0.99% of 140,000 active | P49146; in the data active = inhibition above about 17%;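 note: 0% = vehicle with agonist challenge and 100% = reference antagonist with challenge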
# Target sequence (P49146 whole entry, looked up): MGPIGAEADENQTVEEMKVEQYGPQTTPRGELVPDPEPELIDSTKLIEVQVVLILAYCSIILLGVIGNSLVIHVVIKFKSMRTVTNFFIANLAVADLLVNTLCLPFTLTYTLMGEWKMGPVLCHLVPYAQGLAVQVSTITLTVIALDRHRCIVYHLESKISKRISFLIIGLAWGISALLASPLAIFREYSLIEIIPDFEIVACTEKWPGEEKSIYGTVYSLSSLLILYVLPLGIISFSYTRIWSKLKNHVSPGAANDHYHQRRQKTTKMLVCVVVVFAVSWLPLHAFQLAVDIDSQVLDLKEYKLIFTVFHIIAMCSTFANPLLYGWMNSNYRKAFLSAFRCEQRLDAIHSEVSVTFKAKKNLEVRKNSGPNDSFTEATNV
# Phagocyt inh: blocks phagocytosis by macrophages. J774A.1 macrophage IgG-bead phagocytosis, imaging. inhibition, % at 5 µM. 0.07% of 110,000 active;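 active = inhibition above the mean of the plate negative controls plus 5 SD, cut at about 13% in these data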;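 note: phagocytic index as fraction of beads internalized from green versus red external bead signal; plate controls were DMSO negative control for no effect and cytochalasin-D positive control for full effect; some results beyond the cut were filed as inactive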
# MRP1 act: activates MRP-1 | H69AR cells + doxorubicin, viability rescue, CellTiter-Glo | viability increase, % at 10 µM | 0.61% of 140,000 active;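 active = viability gain under doxorubicin at or above a set limit, the compound median plus 3 SD, cut at about 4.7% in these data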;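 note: MRP-1 overexpressing cells given doxorubicin 25 µM after compound pretreatment; 18-22 h compound pretreatment then 72 h with doxorubicin before readout; 0% = doxorubicin-only wells and 100% = vehicle-treated cells without doxorubicin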
# bCat KO growth: beta-catenin-lacking colon tumor cell growth suppression; HCT116 beta-catenin knockout viability, CellTiter-Glo, 60 h; hits give low values; viability, % at 10 µM; 1.5% of 140,000 active; AID 818;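 active = viability at or under a set limit, the compound median less 4 SD, cut at about 6% in these data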;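 note: 0% = Hyamine 1622 control at 20 µM and 100% = untreated cell control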
# Yeast growth inh: yeast BB579 growth reduction in restrictive medium; inhibition, % at 10 µM; S. cerevisiae BB579 growth, OD615, 48 h; AID 804; 0.51% of 140,000 active;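 active = inhibition above a set limit, 3 SD over the mean compound inhibition, cut at about 44% in these data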; note: inactives centre near -24
#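 controls = amphotericin B 10 µg/mL, positive | assay system = DeaD yeast strain BB579 | schedule = 48 h compound exposure at 30 °C after 4 h preincubation | detection = OD615 turbidity measurement | medium = restrictive CSMM-D medium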
# PTEN del growth: growth suppressors of cells with PTEN tumor suppressor deletion. viability, % at 10 µM. HCT116 PTEN-null viability, CellTiter-Glo, 60 h; hits give low values. AID 827. 1.2% of 140,000 active;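 active = viability at or below a set limit, 4 SD under the median of all tested compounds, cut at about 3.7% in these data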;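 note: PTEN knockout HCT116 line with beta catenin targeted HCT116 as companion control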
# Measles CPE: protection of cells from measles virus | Measles virus-infected cells, CPE protection, absorbance | protection (pct of control), % at 4 µM | AID 841 | 1.5% of 140,000 active; in the data active = protection mostly above about 24%, no sharp cut-off; inactive = mostly below about 26%; note: some compounds called inactive have numbers as strong as hits
# Active calls of the source: *; . = no result given.
# Each structure is followed by: Yeast lifespan up	E-sel TNF inh	GALR2 blocker	NPY-Y2 antag	Phagocyt inh	MRP1 act	bCat KO growth	Yeast growth inh	PTEN del growth	Measles CPE
COCCN(Cc1cc2cc(C)ccc2nc1Cl)C(=O)Nc1ccccc1C
→ -6	.	-12	-2	-3	-2.8	80	-28	86	6
Cc1cccc(C)c1OC(=O)C(c1ccccc1)c1ccccc1
→ 14	-9	4	11	0	-0.9	79	-18	80	12
O=C(Cc1ccccc1)N/N=C/c1ccc(-c2ccc([N+](=O)[O-])cc2)o1
→ -2	.	5	-3	-11	-1.4	97	-6	82	41
O=C(CSc1nnc(COc2cccc3cccnc23)o1)N1CCc2ccccc21
→ -13	-3	-6	0	1	-0.9	22	-16	35	5
Cc1cc(C)c(OCCCCNCc2ccccc2)c(Cl)c1
→ -7	0	4	9	.	-4.8	49	15	57	19
CC(C)C(=O)Nc1nnc(SCC(=O)Nc2ccc3c(c2)OCO3)s1
→ 3	.	7	6	.	0.5	89	-1	97	.
C/C(=N\OC(=O)c1cccc(C)c1)c1sc(-c2ccccc2)nc1C
→ 1	18	3	1	.	4.7*	89	-42	89	9
Cc1noc(C)c1C(=O)OCC(=O)NCCC1=CCCCC1
→ -10	-4	-12	1	-3	-0.9	93	-23	103	15
CCCCc1c(C)nc(N)[nH]c1=O
→ -2	8	5	-1	3	-0.6	83	-47	101	2
COc1cccc2cc(C(=O)N3CCCCC3C)c(=O)oc12 (configuration not stated)
→ .	-7	-4	0	.	0.1	97	-19	91	3
Cn1c(CN2CCCCC2)nc2cc(NC(=O)c3cccs3)ccc21
→ -7	2	9	3	.	-1.5	74	-60	75	19
O=C(Nc1cccc(Cl)c1)Nc1nnc(CSCCOc2ccc(Cl)cc2)s1
→ 12	-4	-6	-2	-1	-4.9	4.2*	-20	6	3
CC(C)n1c(SCC(=O)NCc2ccco2)nc2c1c(=O)n(C)c(=O)n2C
→ 1	18	0	-1	-2	-0.6	109	-57	100	27
Cc1nn(Cc2ccc(C(=O)Nc3nccs3)cc2)c(C)c1Cl
→ -6	-22	7	2	1	-1.2	108	-2	97	4
COc1cnn(-c2ccc(Br)cc2)c(=O)c1SCc1ccccc1
→ 4	0	-4	5	-8	4.5	85	-35	68	10
O=C(NCCCN1CCN(CCCNC(=O)c2ccc3c(c2)OCO3)CC1)c1ccc2c(c1)OCO2
→ -12	11	1	3	6	-1.8	92	-23	94	4
CCOC(=O)c1cnn2c(C)cc(-c3ccc(F)cc3)nc12
→ -19	-4	-9	0	-1	-1.3	99	-33	112	9
O=C(NNC(=S)NCc1ccco1)c1ccc(Cl)s1
→ -12	-70	18	4	-2	0.1	103	-35	95	4
O/N=C(\c1ccc2c(c1)OCCO2)C1CCCCC1
→ -1	15	2	2	4	-0.2	92	-40	93	3
CC/S(CC1CC1(Cl)Cl)=N\S(=O)(=O)c1ccc(C)cc1 (configuration not stated)
→ 0	6	-8	-1	1	-1.0	87	-52	104	13

# Copied from the list:
# `Cn1c(CN2CCCCC2)nc2cc(NC(=O)c3cccs3)ccc21` – NPY-Y2 antag: 3
# `CC(C)n1c(SCC(=O)NCc2ccco2)nc2c1c(=O)n(C)c(=O)n2C` – NPY-Y2 antag: -1

# (listing goes on)
# Each structure is followed by: Yeast lifespan up	E-sel TNF inh	GALR2 blocker	NPY-Y2 antag	Phagocyt inh	MRP1 act	bCat KO growth	Yeast growth inh	PTEN del growth	Measles CPE
O=C(NC(=S)Nc1ccc(Br)cn1)c1cncc(Br)c1
→ -10	-37	-10	1	.	3.2	74	-66	72	32
O=c1c2sccc2n(Cc2cccc(F)c2)c(=O)n1-c1ccc(F)cc1
→ 1	.	16	2	-9	-0.8	87	-45	95	5
O=C(c1ccco1)N(Cc1nc2ccccc2c(=O)[nH]1)C1CCCC1
→ -9	-3	-11	5	-2	-1.6	87	5	87	5
Cc1c(Cl)c(-c2n[nH]c(=S)n2-c2ccccc2)nn1C
→ 1	.	3	1	-14	-1.0	96	-9	102	21
O=c1c2ccccc2nc2n1CCC2
→ -3	.	5	2	.	-0.9	106	-26	104	10
Cc1nc(-c2cccc(S(=O)(=O)N3CCOCC3)c2)cs1
→ 8	15	-3	5	0	-2.4	94	-28	95	17
Cc1ccccc1CN(c1ccc(C(N)=O)cc1)S(C)(=O)=O
→ -7	.	5	1	0	-0.3	98	-49	104	10
Cc1ccc(-c2nnc(-c3cccc(Br)c3)o2)cc1
→ -8	-4	4	13	3	-2.0	85	-34	86	2
COc1ccc(-c2c3c(cc(C)[n+]2[O-])oc2ccc(OC)cc23)cc1
→ -2	-15	-18	1	-2	-2.5	72	-11	71	5
Cc1nc2c(C(=O)NCc3ccco3)cnn2c(C)c1Cc1ccc(F)cc1Cl
→ -12	5	1	4	-1	-2.8	98	-28	80	43
COC(=O)NCC(c1cccnc1)N1CCN(c2ccccc2OC)CC1 (configuration not stated)
→ -15	.	-4	-2	.	0.6	98	-21	90	9
O=C(CSC1=Nc2ccccc2C2=NC(Cc3c[nH]c4ccccc34)C(=O)N12)NC1CCCCC1 (configuration not stated)
→ -13	7	-1	1	0	-1.4	78	-38	87	11
COc1ccc(Cl)cc1S(=O)(=O)n1nnc2ccccc21
→ -5	-1	7	1	-1	-0.5	97	-59	108	4
COCCNC(=O)CCCn1c(=O)c2ccccc2n(CC(=O)NCCC2=CCCCC2)c1=O
→ -3	6	-17	1	-3	-0.5	95	-39	105	26
CN(C)/C(=N\OC(=O)c1ccccc1)c1nonc1N
→ -3	.	7	5	-11	2.2	103	-21	107	11
O=C(CN1CCN(Cc2ccc(Cl)cc2)C1=O)NCCCN1CCOCC1
→ -5	.	0	2	-1	0.8	91	-18	101	2
Cc1nc(SCc2ccccc2C)n[nH]1
→ -11	-15	0	1	5	0.0	98	-45	92	12
COc1ccc(-n2ncc3c(N4CCCCC4)ncnc32)cc1
→ -6	-5	6	1	.	-1.9	75	-34	76	30
COc1ccccc1NC(=O)Cn1cnc2c1c(=O)n(C)c(=O)n2C
→ -14	8	2	2	1	-2.6	94	-9	85	3
CCn1c(CC(=O)Nc2ccc(Cl)c(Cl)c2)nnc1SCc1ccc(Cl)cc1
→ .	.	5	0	.	0.8	95	-24	93	3
COCc1cc(C)nc(N2CCCCC2)c1C#N
→ .	10	4	1	.	-0.4	98	-27	93	2
O=C(Nc1nccs1)C12CC3CC(C1)CC(C(=O)Nc1nccs1)(C3)C2
→ -10	.	14	-2	0	-2.6	76	-3	77	18
CCCCOC(=O)c1ccc(NC(=O)C(CCS(C)(=O)=O)NC(C)=O)cc1 (configuration not stated)
→ -12	.	7	0	-3	-0.1	95	-16	105	11
CCN(CC)S(=O)(=O)c1cccc(-c2nnc(C(=O)c3ccc(C(F)(F)F)cc3)o2)c1
→ -8	-19	-11	3	0	1.5	95	-40	105	2
Clc1ccc(CN2CCCCCCC2)cc1Cl
→ -3	.	-2	7	0	-0.2	90	-33	93	3
O=C(COC(=O)/C=C/c1ccc(Cl)cc1)NCCc1ccccc1
→ -2	.	2	9	-4	-2.1	93	2	93	11
Cc1no[n+]([O-])c1COc1cccc(/C=C2\N=C(c3ccccc3)OC2=O)c1
→ 10	2	3	5	-7	-3.2	103	-24	94	13
CC(C)n1c(=S)[nH]c2ccccc2c1=O
→ -16	.	5	0	.	-1.2	92	-44	87	3
O=c1[nH]c(-c2cccs2)nc2ccccc12
→ -11	.	-5	5	0	-2.4	81	-18	69	19
CN1CCN(CCC(=O)N2c3ccccc3Sc3ccc(Cl)cc32)CC1
→ 0	-29	12	4	1	-5.3	80	-12	75	4
C=CCn1c(SCC(=O)c2cc(C)n(CC3CCCO3)c2C)nnc1-c1ccccc1 (configuration not stated)
→ 1	9	1	1	0	-2.6	91	-27	96	7
Cc1ccc(/C=C2/NC(=O)N(c3ccccc3)C2=O)o1
→ -14	-29	-7	1	.	0.1	106	-19	102	4
COC(=O)CSc1nnc(CNC(=O)c2cccc(C)c2)n1-c1ccccc1OC
→ -5	10	-7	0	0	0.9	94	-18	113	2
Cc1cccc(NC(=O)c2cc3c(n(-c4ccccc4)c2=O)CCCC3=O)n1
→ -7	-38	4	1	1	-1.8	94	-1	89	1
Cc1ccc(C(=O)N2CCN(C3CCCCC3)CC2)s1
→ -8	-4	8	1	4	-0.6	103	-75	102	3
COc1ccc(NC(=S)N(CCN(C)C)C(C)c2ccco2)cc1 (configuration not stated)
→ 5	-2	-1	2	-6	-1.0	89	-23	105	7
c1ccc(N=P(N2CCOCC2)(N2CCOCC2)N2CCOCC2)cc1
→ -12	-33	-4	3	.	0.7	96	-16	100	5
O=C(CN1C(=O)C2CCCCN2C(=O)c2ccccc21)N1CCCc2ccccc21 (configuration not stated)
→ -6	.	3	-3	2	-1.5	101	-57	103	1
CN1C(=O)c2ccccc2C(C(=O)O)C1c1cccc(Cl)c1 (configuration not stated)
→ 0	16	0	0	-2	-1.5	100	5	105	11
Cc1csc(NC(=O)c2cccc(Cn3nc(C)c(Br)c3C)c2)n1
→ 3	8	3	4	4	1.4	88	-50	79	11
O=C1c2ccccc2C(=O)N1CN(C(=O)c1ccccc1[N+](=O)[O-])c1ccc(F)cc1
→ 5	-10	3	5	-9	-1.6	92	-52	95	6
COc1ccc(CCNc2oc(-c3ccc(OC)c(OC)c3)nc2C#N)cc1
→ -23	5	-6	8	-1	-2.4	73	-35	74	4
CCOC(=O)c1c(C)oc2c1c(C(c1cccnc1)N1CCOCC1)c(O)c1ccccc12 (configuration not stated)
→ 40*	.	16	10	0	-6.5	24	-16	20	4
CCOC(=O)c1c(NC(=O)Cn2cnc([N+](=O)[O-])n2)sc2c1CCC(C)C2 (configuration not stated)
→ -30	.	3	2	.	-1.7	74	-42	79	16
CCOC(=O)Cn1c(CN2CCN(C(c3ccccc3)c3ccccc3)CC2)nc2c1c(=O)n(C)c(=O)n2C
→ -12	10	-13	15	1	-2.8	79	-8	77	7
CCOCCOC(=O)C1=C(C)N(C)C(=O)NC1c1cc(Cl)c(O)c(OCC)c1 (configuration not stated)
→ -5	-5	-2	4	.	-2.5	95	-48	94	3
Cc1ccc2occ(/C=N/NC(N)=S)c(=O)c2c1
→ 24	12	-12	1	3	1.2	81	-37	78	30*
O=C(Nc1ccccc1)N1CCn2c(nc3ccccc32)C1
→ -6	-22	2	1	1	1.9	107	-12	93	48*
CN1CCCCC1=NCCCn1cnc2c1c(=O)n(C)c(=O)n2C
→ -10	-33	-7	-1	-2	-1.6	105	-22	103	19*
Cn1nnnc1SCC(=O)Nc1ccc(Oc2ccccc2)cc1
→ -5	6	8	-2	0	-3.3	88	-7	95	2
Nc1nc(-c2ccc3c(c2)OCCO3)cs1
→ -9	16	3	6	0	-3.7	94	-8	106	10
COc1cc(NC(=S)NCCN2CCOCC2)cc(OC)c1
→ -4	19	-2	0	-5	-1.7	93	-11	92	5
C#CCn1cnc2c(cnn2-c2ccc(C)c(C)c2)c1=O
→ -23	.	1	8	.	-1.0	102	-15	84	6
